Efflux pump inh = blocks antifungal efflux pumps in multiplex yeast assay. S. cerevisiae Candida pump triplex, Nile Red efflux. inhibition, % at 10 µM. AID 485275. hit rate 0.44% among 330,000;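 active = plate passing quality check with inhibition over a set limit, or well fluorescence over plate mean plus 4 SD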;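 note: Nile Red retained in pooled yeast measured as flow cytometry median fluorescence; 0% = buffer negative control and 100% = Enniatin B positive control; higher means more Nile Red kept so more efflux inhibition; some compounds called inactive have numbers as strong as hits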
MEX-5 binding = C. elegans MEX-5 TCR-2 RNA binding activity; MEX-5/FITC-TCR2 RNA binding, fluorescence polarization; stronger effect = lower value; activity score (negative = inhibition of binding), % at 10 µM; hit rate 0.38% among 300,000;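 active = inhibition past about -25% in most replicates, and total fluorescence under double the plate's negative control median, limit read from the data; inconclusive = replicates evenly split on the limit, or fluorescence at least double controls; inactive = too little inhibition in most replicates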;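 note: 0% = DMSO and -100% = 5 µM competing unlabeled TCR2 RNA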
Target sequence (Q9XUB2 whole entry, looked up): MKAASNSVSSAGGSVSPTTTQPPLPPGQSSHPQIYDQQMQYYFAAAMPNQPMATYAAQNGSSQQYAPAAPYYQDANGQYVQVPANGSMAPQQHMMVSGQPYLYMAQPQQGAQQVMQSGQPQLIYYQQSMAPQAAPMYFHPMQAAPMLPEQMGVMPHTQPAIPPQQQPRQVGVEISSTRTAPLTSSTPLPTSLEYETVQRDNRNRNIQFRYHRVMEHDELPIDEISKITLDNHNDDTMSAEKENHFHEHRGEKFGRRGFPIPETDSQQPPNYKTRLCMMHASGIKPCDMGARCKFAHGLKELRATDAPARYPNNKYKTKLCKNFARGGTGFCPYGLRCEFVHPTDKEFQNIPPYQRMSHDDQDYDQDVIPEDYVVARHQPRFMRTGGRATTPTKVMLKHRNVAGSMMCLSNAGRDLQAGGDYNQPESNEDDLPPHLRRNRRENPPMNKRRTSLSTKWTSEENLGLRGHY
CR mimetic SO = caloric restriction mimetics inhibiting age-related superoxide in yeast | S. cerevisiae aged cells, superoxide DHE fluorescence; stronger effect = lower value | superoxide response (% of plate mean), % at 10 µM | hit rate 0.18% among 330,000;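 active = superoxide response under a set limit, about three screen SD below normal, cut at about 65% in these data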;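 note: yeast aged for seven days with compound at 30 °C before DHE staining; 100% = average MFI of all compound-treated wells on the plate with controls excluded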
The depositor's hits bear a star; ? = inconclusive; . = no result given. An excerpt (hit frequency here may not be typical).

SMILES | Efflux pump inh | MEX-5 binding | CR mimetic SO
O=C1N[C@@H](Cc2ccccc2)C(=O)N2CCCC12 (stereo partly drawn) | -0.3 | . | 90
COCCCNC(=O)CC1C[C@H](C(=O)N2CCOCC2)[C@@]2(C)c3[nH]c4ccc(OC)cc4c3CCN2C1=O (stereo partly drawn) | -0.2 | . | 111
Nc1ncnc2c1ncn2[C@@H]1O[C@H](CNS(=O)(=O)c2cc3ccccc3s2)[C@@H](O)[C@H]1O | 0.0 | . | 101
C=CCOc1ccc(C[C@H](N)C(=O)NC[C@H]2O[C@@H](n3cnc4c(N)ncnc43)[C@H](O)[C@@H]2O)cc1 | -0.3 | . | 114
O=C(CN1C(=O)S/C(=C\c2ccc(O)c([N+](=O)[O-])c2)C1=O)Nc1ccc(N2CCOCC2)cc1 | 0.2 | . | 118
CCN(CC)C(=O)[C@H]1CC(CC(=O)NCc2cccc(C(F)(F)F)c2)C(=O)N2CCc3c([nH]c4ccc(OC)cc34)[C@]12C (stereo partly drawn) | 0.1 | . | 98
COC(=O)[C@H]1C[C@H]2[C@@H]3CC[C@H]4C[C@@H](OC)CC[C@]4(C)[C@H]3CC[C@]2(C)[C@@]2(CCCO2)O1 | -0.3 | . | 91
COC(=O)C(CC(C)C)N(Cc1cc(OC)cc(OC)c1)S(=O)(=O)c1ccccc1Br (stereo not drawn) | -0.3 | . | 99
CC(=O)Nc1ccc(NC(=O)COc2ccc(-c3ccccc3)cc2)cc1 | 0.1 | . | 83
CC(C)(C)NC(=O)C[C@H]1C[C@H](C(=O)N2CCOCC2)[C@@]2(CCC3CCCC3)c3[nH]c4ccc(Cl)cc4c3CCN2C1=O | 0.4 | . | 99
Cc1ccc(OCC(=O)NNC(=S)NC(=O)C2CC2)c(C)c1 | 0.1 | . | 85
CCOC(=O)c1c(O)cc(OC)cc1CCc1ccccc1 | -0.2 | . | 93
COc1ccc(CNC(=O)C[C@H]2C[C@H](C(=O)N3CCOCC3)[C@@]3(C)c4[nH]c5cc(CCC(=O)N(C)C)ccc5c4CCN3C2=O)cc1OC | -0.2 | . | 121
CC[C@]12c3[nH]c4cc(CCC(=O)N(C)C)ccc4c3CCN1C(=O)[C@@H](CC(=O)NCc1ccc(OC)c(OC)c1)C[C@@H]2C(=O)N1CCN(C(=O)c2ccco2)CC1 | -0.4 | . | 112
COC(=O)[C@@]1(Cc2ccccc2)[C@H]2C(=O)N(Cc3ccccc3)C(=O)[C@H]2[C@H]2CN=C(SC)N21 | -0.2 | . | 87
Nc1ccc(C(=O)N/N=C/c2cn(Cc3ccc(F)cc3)c3ccccc23)cc1 | 0.0 | -2.0 | 108
O=C(c1ccccc1)c1ccc(OCC(O)CNCc2ccc(F)cc2)cc1 (stereo not drawn) | 0.2 | 1.2 | 95
COc1ccc(C(=O)Nc2nnc(-c3ccccc3)s2)cc1 | 0.0 | 0.6 | 104
Nc1nc2ccccc2[nH]1 | -0.1 | 0.0 | 106
CCOc1ccc(N(C)Cc2cc(=O)oc3ccc(OCC)cc23)cc1 | 0.1 | 2.8 | 95
C/C=C(\C)CN1CCC(n2nccc2NC(=O)CCCc2ccccc2)CC1 | 0.0 | -3.1 | 95
O=C(N/N=C/c1ccccn1)c1cc(Br)ccc1O | -0.1 | -3.0 | 102
CC(=O)NC(c1ccc(Cl)cc1Cl)c1ccc2cccnc2c1O (stereo not drawn) | 0.2 | 2.5 | 104
O=C(O)c1ccc(C(=O)Nc2cccc3ccccc23)c(C(=O)O)c1 | 0.0 | -0.9 | 107
C#CC(CCN1CCCCC1)(OC)c1ccccc1 (stereo not drawn) | 0.0 | 1.7 | 102
CCOC(=O)C1(Cc2cccc(Cl)c2)CCCN(C(=O)c2cc(C)on2)C1 (stereo not drawn) | 0.0 | 0.0 | 96
CCOc1ccc(N2C(=O)CC(Cc3cc(C)cc(C)c3)C2=O)cc1 (stereo not drawn) | 0.5 | -0.4 | 104
CCCCNC(=S)NNC(=O)c1cc(C2CC2)nc2ccccc12 | -0.1 | -2.6 | 93
CSc1nc(N2CCOCC2)c2c(c1C#N)CC(C(C)C)OC2 (stereo not drawn) | 0.1 | 2.0 | 110
CC(C)(C)c1ccc(N2C(=O)CC(c3ccccc3)C2=O)cc1 (stereo not drawn) | -0.2 | 1.0 | 98
O=c1c2c(-c3cccc([N+](=O)[O-])c3)ccnc2[nH]n1-c1ccccc1 | 0.0 | 2.4 | 96
Cc1ccc(N(CC(=O)NCc2ccccn2)S(=O)(=O)c2ccccc2)cc1Cl | 0.0 | 0.5 | 96
COc1ccc(C2(c3ccc(OC)cc3)NC(=O)N(CC(=O)Nc3ccccc3C)C2=O)cc1 | 0.5 | -0.1 | 117
CCOC(=O)C1=C(C)NC(=O)NC1/C=C\c1ccccc1 (stereo not drawn) | 0.0 | 2.3 | 97
Cc1cc(C)cc(N(CCC#N)C(=O)COC(=O)c2ccccc2SCC(=O)N2CCCC2)c1 | 1.5 | 2.9 | 99
CC12CN(C(=O)c3cccc([N+](=O)[O-])c3)C3(C#N)CC1CCC23C (stereo not drawn) | 0.1 | -1.4 | 110
COc1cc2c(cc1OC)C(c1cccc(Br)c1)NC(=O)C2 (stereo not drawn) | 0.0 | -1.2 | 108
O=C(O)c1ccc(S(=O)(=O)NCC2CCCCC2)cc1 | 0.0 | 1.0 | 97
Cc1ccc(NS(=O)(=O)c2cc(C(=O)NCc3ccncc3)ccc2C)cc1 | 0.0 | 0.9 | 94
COc1ccc2c(C)c(C(=O)N3CCN(Cc4ccccc4)CC3)oc2c1 | -0.1 | 0.6 | 96
CNc1nc(N)c([N+](=O)[O-])c(NC2CCCCC2)n1 | 0.0 | 2.8 | 115
CSCC[C@H](NC(=O)Cc1c(C)c2c(cc(C)c3c(C)coc32)oc1=O)C(=O)O | -0.1 | -2.5 | 93
Cc1ccnc(SC2CC(=O)N(c3ccc(Br)cc3)C2=O)n1 (stereo not drawn) | 1.1* | -6.6 | 103
Cc1ccc(C(=O)CCC(=O)Nc2ccccc2C)cc1C | -0.1 | 0.9 | 91
CC(C)CN1CCN(C(=O)CCc2nnc(Cc3c[nH]c4ccccc34)o2)[C@@H](C)C1=O | -0.1 | 2.6 | 90
CC(C)NC(=O)c1ccc(CN2CCc3ccccc3C2)cc1 | -0.1 | 0.4 | 95
Cc1ccc(CNC(=S)NC2CCC(C(C)(C)C)CC2)cc1 (stereo not drawn) | -0.1 | -2.5 | 99
Cc1ccc(CCC(=O)Nc2ccc(Br)cc2)o1 | 0.0 | -0.6 | 100
COc1ccc(CC(=O)O/N=C(\N)c2ccccn2)cc1OC | 0.0 | 0.3 | 118
CC(C(=O)NC1CCCCC1)N1C(=O)c2cccc3cccc1c23 (stereo not drawn) | 0.0 | -1.3 | 98
Cc1cc(C)c(S(=O)(=O)NCc2csc(C)n2)c(C)c1 | 0.4 | -2.7 | 107
CCOC(=O)c1c(-c2ccccc2)oc2ccc(OCC(=O)NNC(=O)CCC(=O)O)cc12 | 0.0 | -21 | 100
Cc1cccc(NC(=O)NNC(=O)c2ccc3ccccc3c2)c1 | -0.1 | -0.8 | 100
Cc1ccc2[nH]c3nc(NN)nnc3c2c1 | 0.0 | -5.1 | 93
COc1ccc(Cl)cc1NC(=O)C/C(C)=N/NC(=O)c1ccc(O)cc1 | -0.1 | 0.2 | 94
O=C(O)c1ccc(N2C(=O)c3cccc4cccc(c34)C2=O)cc1 | 0.0 | 0.7 | 105
COc1ccc(OC)c(/C=N/NC(=S)NCCc2ccccc2)c1 | 0.1 | 1.9 | 105
Cc1ccc(S(=O)(=O)/N=C(\N)c2ccc(Cl)cc2)cc1 | 0.3 | 1.5 | 98
COc1cccc(CN(C)C(=O)c2ccccc2Sc2ccccc2C#N)c1OC | -0.7 | -2.1 | 109
COCC1CCN(C(=O)C2CCC(=O)N(C3CCCCCC3)C2)CC1 (stereo not drawn) | 0.1 | 1.2 | 105

(more compounds)
SMILES | Efflux pump inh | MEX-5 binding | CR mimetic SO
C[C@H](NC(=O)c1cc2cc(Cl)ccc2n1C)C(=O)N1CCC(C(=O)O)CC1 | 0.0 | 2.4 | 111
Cc1cc(C)nc(SCC(=O)N/N=C/c2ccc3c(c2)OCO3)n1 | 0.1 | 0.5 | 102
C/C(=N/NS(=O)(=O)c1cccc([N+](=O)[O-])c1)c1ccc2c(c1)OCO2 | -0.1 | -3.2 | 107
CCOC(=O)N1CCN(C(=O)c2c(Cl)cnn2C)CC1 | -0.3 | -0.7 | 100
CCN(CC(=O)N1CCCC1)S(=O)(=O)c1ccccc1 | 0.0 | -0.4 | 102
CCCCC(=O)N(CCC)CCC | -0.1 | 1.3 | 89
COc1ccc(-n2c(=O)[nH]c3cc(C(=O)NCCc4ccc(OC)c(OC)c4)ccc3c2=O)c(OC)c1 | 0.0 | 0.1 | 101
CC(=O)Oc1ccc(C(=O)Nc2cccc(C(=O)Nc3ccccc3C(=O)O)c2)cc1 | 0.0 | 2.3 | 96
CC(CCc1ccccc1)NC(=O)c1ccc(Br)cc1 (stereo not drawn) | 0.1 | -2.7 | 94
COc1cc2c(cc1OC)C(c1cc(C)ccc1C)CC(=O)N2 (stereo not drawn) | 0.0 | 1.6 | 96
COCC(=O)N1CCC(Oc2ccc(C(=O)NCc3cc(C)n(C)n3)cc2)CC1 | 1.3 | 1.7 | 101
CC1(C)CC(Nc2ccc(Nc3ccccc3)cc2)CC(C)(C)N1 | -0.1 | 0.7 | 81
CCCOc1cccc(C(=O)Nc2ccc(CN3CCOCC3)cc2)c1 | 0.0 | 2.4 | 99
Cc1c(CCC(=O)NCC(=O)O)c(=O)oc2cc3occ(-c4ccccc4)c3cc12 | 0.0 | -5.9 | 102
O=C(O)CCN1C(=O)/C(=C2\C(=O)N(Cc3ccccc3Cl)c3ccccc32)SC1=S | 0.1 | -2.0 | 97
CC(=O)N1N=C(c2ccccc2)CC1c1cccs1 (stereo not drawn) | 0.5 | 0.0 | 96
CC(C)(C)c1cc(C(=S)N2CCCC2)cc(C(C)(C)C)c1O | 0.5 | 2.4 | 102
COc1ccc(NC(=O)CCCCCn2nnc3ccccc3c2=O)cc1 | -0.1 | 2.3 | 96
CCOC(=O)c1ccc(Nc2nc(C)cc(C)n2)cc1 | -0.1 | -5.1 | 100
O=c1[nH]c2ccc(NCc3ccc(OCc4ccccc4Cl)cc3)cc2[nH]1 | 0.0 | -0.7 | 90
O=C(COC(=O)CNC(=O)c1ccc(Cl)cc1Cl)NC1CCCCC1 | 0.3 | 0.4 | 100
C=CCNC(=S)N1CCC(Cc2ccccc2)CC1 | 0.0 | 1.9 | 106
O=C1Nc2ccccc2SC1c1ccccc1 (stereo not drawn) | -0.1 | 0.1 | 104
CCOc1ccc(CN2CCN(c3ncnc4scc(-c5ccccc5)c34)CC2)cc1 | 0.1 | 0.7 | 92
CC1CN(C(=O)CCCN2C(=O)c3ccccc3C2=O)CC(C)O1 (stereo not drawn) | 0.0 | -0.3 | 102
O=C(NC1CCN(S(=O)(=O)c2cccc(F)c2)CC1)c1ccc(F)cc1 | 0.1 | 0.6 | 101
O=C(Nc1ccc(CN2CCOCC2)cc1)c1cc(Cl)ccc1Cl | 0.1 | 1.1 | 97
O=c1oc2c(O)cccc2cc1-c1nc2ccccc2[nH]1 | 0.1 | -24 | 103
COC(=O)c1ccc(/C=N\N2CCN(c3ccccc3)CC2)cc1 | -0.1 | 0.0 | 108
Cc1nc(C)n(CCNC(=O)c2ccco2)n1 | 0.2 | 0.2 | 101
COc1ccc(NN=Nc2ccc([N+](=O)[O-])cc2)cc1 | 0.0 | -0.1 | 97
O=C1c2ccccc2C(=O)c2[nH]cnc21 | 0.1 | ? | 134
COc1cc(NC(=O)CCN2CCN(C/C=C/c3ccccc3)CC2)cc(OC)c1 | -0.1 | 2.0 | 111
CCCC(NC(=O)CCc1c(C)c2cc3c4c(oc3c(C)c2oc1=O)CCCC4)C(=O)O (stereo not drawn) | 0.1 | 1.1 | 103
CN(C(=O)C(C)(C)C)C1c2c(ccc3ccccc23)OCC1CO (stereo not drawn) | -0.1 | 3.3 | 101
O=C(NNC(=O)c1ccccc1OCc1ccc(F)cc1)c1ccccc1O | 0.5 | 0.4 | 114
Cc1ccc(CNC(=O)C2CCCN(S(=O)(=O)c3ccc(F)cc3)C2)cc1 (stereo not drawn) | 0.1 | 2.8 | 113
COc1cc(C(=O)N/N=C/c2ccc(OC(=O)c3ccccc3Cl)c(OC)c2)ccc1O | -0.2 | -0.1 | 114
COc1cc(C(=O)N/N=C/c2cn(Cc3ccccc3)c3ccccc23)ccc1O | -0.3 | -1.0 | 106
COc1cccc(NC(=O)c2c(C)nn(-c3ccccc3)c2Cl)c1 | -0.1 | 0.4 | 99
